Screens deposited in PubChem BioAssay by several laboratories.
rCAG RNA binder = binders of r(CAG) RNA repeats, primary screen, biochemical, fluorescence; r(CAG) RNA repeat, TO-PRO-1 dye displacement fluorescence; inhibition, % at 3 µM; 370,000 tested, 1.3% active; AID 651821, 2012;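 active = inhibition above the plate cutoff, the mean of all test compounds on that plate plus 3 SD, cut at about 35% in these data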;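 also: 0% = DMSO alone and 100% = 100 µM mitoxantrone as full dye displacement; higher means more dye released from RNA so lower well fluorescence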
ABHD4 inh = ABHD4 inhibitors, primary screen, biochemical, fluorescence polarization, mouse; (Lyso)-N-acylphosphatidylethanolamine lipase (Mus musculus), Q8VD66; purified mABHD4, FP-Rh probe fluorescence polarization; inhibition, % at 8.92 µM; 370,000 tested, 0.54% active; AID 720543, 2013;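 active = inhibition exceeding the mean over every tested compound plus 3 SD, cut at about 30% in these data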;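 also: 0% = plate median of compound wells and 100% = S159A mutant with DMSO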
Target sequence (Q8VD66 whole entry, looked up): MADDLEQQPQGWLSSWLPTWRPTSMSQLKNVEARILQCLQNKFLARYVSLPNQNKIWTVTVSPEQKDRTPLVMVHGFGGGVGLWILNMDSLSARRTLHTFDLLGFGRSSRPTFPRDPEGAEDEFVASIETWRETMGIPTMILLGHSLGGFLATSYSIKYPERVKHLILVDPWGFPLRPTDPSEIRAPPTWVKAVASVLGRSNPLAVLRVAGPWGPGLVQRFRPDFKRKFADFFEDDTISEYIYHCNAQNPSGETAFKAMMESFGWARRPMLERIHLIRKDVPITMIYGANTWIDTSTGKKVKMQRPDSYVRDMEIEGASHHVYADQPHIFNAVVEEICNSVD
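Test system: mABHD4 protein | Buffer or medium: HEPES pH 7.0 buffer, 150 mM NaCl, 0.01% Pluronic F-127 | Probe or stimulus: FP-Rh fluorescent activity-based probe, added after compound pre-incubation | Timing: Pre-incubation 45 min, probe exposure 60 min, at 25 °C | Technique: Fluorescence polarization, excitation 525 nm, emission 598 nm, BODIPY TMR filters | Repeats: Single well per compound (singlicate)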
HTRA1 inh = HTRA1 serine protease inhibitors, primary screen, biochemical, fluorescence polarization, HTS. recombinant HTRA1, FP-rhodamine activity-based probe. 340,000 tested, 0.5% active. inhibition, % at 5.96 µM; in the data active = inhibition above about 36%;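 also: 0% = enzyme with DMSO and 100% = wells lacking enzyme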
SIAE inh = human SIAE inhibitors, primary screen, biochemical, fluorescence polarization, FP-Rh probe, 1536-well HTS; 370,000 tested, 0.69% active; inhibition, % at 9.66 µM; Sialate O-acetylesterase (Homo sapiens), Q9HAT2; AID 1053197, 2014; SIAE FP-Rh probe binding;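 active = inhibition above a cutoff: mean of compounds within the control limits plus 3 SD of those, cut at about 17% in these data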;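 also: 0% = plate median of compound wells and 100% = probe without SIAE protein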
Target sequence (Q9HAT2 whole entry, looked up): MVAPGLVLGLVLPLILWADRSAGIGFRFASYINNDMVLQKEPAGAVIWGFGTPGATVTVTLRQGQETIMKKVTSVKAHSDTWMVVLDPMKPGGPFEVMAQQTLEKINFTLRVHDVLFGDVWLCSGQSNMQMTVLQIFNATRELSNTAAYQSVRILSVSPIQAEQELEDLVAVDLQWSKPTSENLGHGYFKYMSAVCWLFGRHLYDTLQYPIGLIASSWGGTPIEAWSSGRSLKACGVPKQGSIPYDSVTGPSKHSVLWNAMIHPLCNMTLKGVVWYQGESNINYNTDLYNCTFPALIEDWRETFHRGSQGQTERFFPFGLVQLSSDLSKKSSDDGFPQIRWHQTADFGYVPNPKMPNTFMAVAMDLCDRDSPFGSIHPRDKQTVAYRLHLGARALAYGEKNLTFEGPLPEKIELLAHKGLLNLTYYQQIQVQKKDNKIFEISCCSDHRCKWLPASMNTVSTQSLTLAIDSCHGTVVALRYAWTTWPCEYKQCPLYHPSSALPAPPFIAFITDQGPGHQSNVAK
LEDGF integ inh = blockers of LEDGF/p75-dependent integrase strand transfer – biochemical, TR-FRET, high throughput, primary screen; HIV-1 integrase (with human LEDGF/p75); TR-FRET IN-LEDGF/p75 DNA integration, Eu/Cy5; inhibition, % at 3.7 µM; 370,000 tested, 0.64% active;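 active = inhibition above the screen-wide mean plus 3 SD, cut at about 13% in these data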;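 also: signal is the Cy5 over europium emission ratio at 671 and 618 nm; 0% = plate median of compound wells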
TDP2 absorb = human TDP2 enzyme inhibitors, primary screen, biochemical, epi absorbance, recombinant enzyme | Tyrosyl-DNA phosphodiesterase 2 (Homo sapiens), O95551 | 370,000 tested, 0.34% active | AID 720702, 2013 | T5PNP hydrolysis, p-nitrophenol absorbance 415 nm | inhibition, % at 12.8 µM;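 active = inhibition above the mean of all tested compounds plus 3 SD, set per campaign, cut at about 25% in these data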;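 also: 0% = DMSO with enzyme and 100% = buffer with substrate but no TDP2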
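Test system: Human TDP2 enzyme | Reagent: 5 mM T5PNP | Compound dosing: 12.8 µM single point, 1% DMSO | Incubation: Enzyme reaction with compound for 2 h at 37 °C | Technique: p-Nitrophenol epi absorbance | Read-out: % inhibition relative to enzyme-containing and enzyme-free wells | Benchmarks: High control without enzyme, low control DMSO plus TDP2 | Replicates: Singlicate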
PG9 binder = binders of HIV-1 gp120 antibody PG9, primary screen, biochemical, TR-FRET; inhibition, % at 6.7 µM; 360,000 tested, 0.43% active; TR-FRET gp120-PG9 antibody binding; HIV-1 gp120 / PG9 antibody interaction; AID 624416, 2012; in the data active = inhibition above about 8.5%
NR1D1 modulator = modulators of Rev-erb alpha DNA binding, primary screen, biochemical, FITC-DNA, fluorescence polarization, uHTS | Nuclear receptor subfamily 1 group D member 1 (Homo sapiens), P20393 | Rev-erbα–FITC-DNA binding, 90 min | activity, % at 10 µM | 370,000 tested, 0.79% active | AID 1259318, 2017;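 active = activity above about 14%, limit read from the data; passing the limit was not always enough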;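 also: 0% = DMSO wells with 35 nM protein and 100% = DMSO wells with 750 nM protein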
TCR CD3 inh = inhibitors of human TCR-CD3 interaction, primary screen, biochemical, fluorescence, TAMRA-labeled TCR probe | 360,000 tested, 0.37% active | T-cell receptor (TCR) | inhibition, % at 9.4 µM | AID 651800, 2012; in the data active = inhibition above about 19%;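 also: recombinant mutant TCR 2C K166C tagged with TAMRA read by polarization; 0% = receptor in buffer alone and 100% = receptor with positive control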
PRMT1 FP inh = PRMT1 methyltransferase inhibitors, primary screen, biochemical, fluorescence polarization | Protein arginine N-methyltransferase 1 (Homo sapiens), Q99873 | recombinant PRMT1, activity-based probe fluorescence polarization | inhibition, % at 2.79 µM | 370,000 tested, 1.3% active | AID 652257, 2013;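 active = inhibition above about 21% made by adding two undisclosed values, limit read from the data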
* = called active by the depositor; . = no result given. The list is partial; the hit share may differ from the screen's.

Start of the listing, in advance (eleven entries):
smiles	PG9 binder	rCAG RNA binder	NR1D1 modulator	TCR CD3 inh	SIAE inh	PRMT1 FP inh	ABHD4 inh	HTRA1 inh	TDP2 absorb	LEDGF integ inh
Cc1ccc(CNC(=O)C2CCCC2)cc1	-0.9	-4	4	-1	-4	3	3	-2	-2	-3
Cc1ccc(SCC(=O)c2c(C)nc3cc(C)ccn23)cc1	-0.5	-7	1	4	4	-5	-10	-8	-1	1
O=S(=O)(Cc1ncc(C(F)(F)F)cc1Cl)c1ccccc1	-0.1	-2	-1	8	7	1	0	0	12	0
Cc1cc(=O)c2ccc3ccccc3c2[nH]1	-0.2	2	-3	-5	8	-1	4	-3	12	-3
Cc1cccn2c(=O)c3cc(C(=O)NC4CCCC4)c(=N)n(CC4CCCO4)c3nc12 (stereo not given)	-0.1	8	-3	-9	-1	4	6	-2	-2	-2
NC(=O)NCC(=O)N1CCC(C(O)(c2ccccc2)c2ccccc2)CC1	-1.2	1	-2	0	-6	5	-1	1	0	2
COc1ccccc1N(C)S(=O)(=O)c1ccc(C(=O)NCCCN2CCCC2=O)cc1	-2.0	-2	-1	-13	16	2	3	6	5	-2
CCc1ccc(OCCNC(=O)c2ccc(S(=O)(=O)N(C)C)cc2)cc1	-1.0	1	4	1	3	-1	-3	5	4	3
CC(=O)N1CCC(C(=O)NC2CCCc3c2cnn3-c2cc(F)cc(F)c2)CC1 (stereo not given)	0.1	-3	-3	0	0	-4	-8	-5	-11	2
CC(C)Oc1cc(NC(=O)CS(=O)CC(=O)N(C)C)c(Cl)cc1Cl (stereo not given)	-1.9	-5	-6	14	2	-1	-1	2	-1	4
COC(=O)c1cccc(NC(=O)CN2CCN(c3ccc(OC)cc3)CC2)c1	0.8	-10	3	-2	-1	-5	4	3	10	3

The listing, from the first entry:
smiles	PG9 binder	rCAG RNA binder	NR1D1 modulator	TCR CD3 inh	SIAE inh	PRMT1 FP inh	ABHD4 inh	HTRA1 inh	TDP2 absorb	LEDGF integ inh
Cc1ccc(CNC(=O)C2CCCC2)cc1	-0.9	-4	4	-1	-4	3	3	-2	-2	-3
Cc1ccc(SCC(=O)c2c(C)nc3cc(C)ccn23)cc1	-0.5	-7	1	4	4	-5	-10	-8	-1	1
O=S(=O)(Cc1ncc(C(F)(F)F)cc1Cl)c1ccccc1	-0.1	-2	-1	8	7	1	0	0	12	0
Cc1cc(=O)c2ccc3ccccc3c2[nH]1	-0.2	2	-3	-5	8	-1	4	-3	12	-3
Cc1cccn2c(=O)c3cc(C(=O)NC4CCCC4)c(=N)n(CC4CCCO4)c3nc12 (stereo not given)	-0.1	8	-3	-9	-1	4	6	-2	-2	-2
NC(=O)NCC(=O)N1CCC(C(O)(c2ccccc2)c2ccccc2)CC1	-1.2	1	-2	0	-6	5	-1	1	0	2
COc1ccccc1N(C)S(=O)(=O)c1ccc(C(=O)NCCCN2CCCC2=O)cc1	-2.0	-2	-1	-13	16	2	3	6	5	-2
CCc1ccc(OCCNC(=O)c2ccc(S(=O)(=O)N(C)C)cc2)cc1	-1.0	1	4	1	3	-1	-3	5	4	3
CC(=O)N1CCC(C(=O)NC2CCCc3c2cnn3-c2cc(F)cc(F)c2)CC1 (stereo not given)	0.1	-3	-3	0	0	-4	-8	-5	-11	2
CC(C)Oc1cc(NC(=O)CS(=O)CC(=O)N(C)C)c(Cl)cc1Cl (stereo not given)	-1.9	-5	-6	14	2	-1	-1	2	-1	4
COC(=O)c1cccc(NC(=O)CN2CCN(c3ccc(OC)cc3)CC2)c1	0.8	-10	3	-2	-1	-5	4	3	10	3
CCc1ccccc1NC1c2ccccc2C(=O)N1c1cccnc1 (stereo not given)	0.4	0	6	13	3	3	-8	-1	-15	-2
CCOC(=O)C1CCCN(C(=O)CN2C(=O)/C(=C/c3ccc(OC)cc3)Oc3ccccc32)C1 (stereo not given)	-1.1	4	-13	1	-4	-1	4	-17	13	-2
COc1ccc(NC(=O)COC(=O)c2cnccn2)cc1Cl	-1.9	7	4	-1	1	0	2	-3	10	-3
CC(CC(=O)NCCc1ccc(S(N)(=O)=O)cc1)c1ccccc1 (stereo not given)	-2.9	3	-3	-4	2	0	0	3	9	-1
C=CCN1c2ccccc2C(=O)CS1(=O)=O	-0.1	25	-3	-4	4	1	-9	2	4	-3
CCC(CC)COC(=O)C1=C(C)NC(=O)NC1c1ccc([N+](=O)[O-])cc1 (stereo not given)	-1.2	-6	3	-2	-3	-3	-3	-28	2	1
CCOc1ccc(S(=O)(=O)N2CCC(C(N)=O)CC2)c2ccccc12	-0.4	1	2	7	-4	-2	-5	-9	-14	-1
N=C1SC(CC(=O)Nc2ccccc2[N+](=O)[O-])C(=O)N1c1ccccc1 (stereo not given)	-0.4	3	-10	-3	-4	6	-7	5	-17	-3
COc1ccc(C2C(C(=O)NCCN(C)C)c3ccccc3C(=O)N2C)cc1OC (stereo not given)	0.8	-6	-2	2	0	-1	2	-1	10	0
O=C(c1cccc(F)c1F)N1CCCc2ccccc21	-0.6	-5	3	-4	-3	3	-3	3	-8	-2
FC(F)(F)c1ccc(C2[C@H]3CN(Cc4cccnc4)[C@H](c4ccccc4)C34CC2(c2ccccc2)C4)cc1 (stereo not given in full)	-2.0	3	2	5	-2	0	0	-30	4	0
CC(C)(C)C(=O)/C(C#N)=C/c1ccc(O)cc1	-1.5	0	-2	-6	4	2	-2	.	-7	-1
CCn1c(=O)n(CC)c2cc(S(N)(=O)=O)c(C)cc21	-0.7	0	1	2	1	-2	-1	1	-10	0
COCc1cc(=O)[nH]c(N2CCN(Cc3ccc4c(c3)OCO4)CC2)n1	-0.8	-6	7	-3	2	3	0	1	2	-3
COc1ccc(-c2c(C#N)c(N)nc3c2CCc2ccccc2-3)cc1OC	1.5	3	3	4	-12	1	-46	.	-25	-4
CC(C)c1cc(C(=O)NCCc2ccccc2)no1	1.6	-5	-3	-4	2	2	4	-3	11	2
COc1ccc(OC)c(NC(=O)c2ccccc2OC(C)=O)c1	-2.3	-1	-1	-3	-1	-2	3	8	1	-1
CCOC(=O)c1cc2c(n(-c3ccccc3)c1=O)CC(C)(C)CC2=O	-1.1	-6	0	2	9	-5	-2	4	5	-2
CCCCCCCn1ccc(O)c(CC(=O)OC)c1=O	-1.4	-2	-6	1	-1	3	0	4	3	-1
Cc1nnc(C)n1N=Cc1ccc(O)cc1O	.	1	-7	.	8	2	7	.	10	0
Cc1ccc2c(c1)nnn2C1CCN(C(=O)Nc2ccccc2C)CC1	-3.1	-6	-4	9	-2	0	3	0	-11	4
CCOC(=O)c1cc(C)sc1NC(=O)CN1CCN(C(=O)C2CCCO2)CC1 (stereo not given)	-2.6	-8	-3	-2	1	-3	1	-5	-3	4
CCCCCCCCN1C(=O)[C@H](CC(=O)NCC2CCCCC2)C[C@@]2(C(=O)OCC)CCC=C12	-0.1	2	-3	6	1	0	4	.	-13	-3
COc1ccc(NC(=O)C(c2ccccc2)N(C)C(=O)c2ccc(=O)[nH]c2)cc1 (stereo not given)	-1.1	-3	-4	8	3	0	-2	4	0	4
Cc1ccc2ccc(S(=O)(=O)NCc3ccco3)cc2c1	-0.6	12	1	-12	-4	1	-9	-14	-12	3
COC(=O)c1sccc1NC(=O)c1cc(-c2cccc(C)c2)nc2ccccc12	-0.5	3	2	7	3	0	-1	3	12	1
N#CC(c1ccccc1)N(CCCCl)C(=O)c1ccc(Br)cc1 (stereo not given)	-1.5	-4	-6	4	0	3	-1	-15	7	3
Cc1cc(NC(=O)CSc2ccc(F)cc2)no1	0.1	-2	-4	-5	-4	1	1	0	2	-3
COc1ccc(C(=O)Nc2nc(-c3ccc([N+](=O)[O-])cc3)c(-c3ccc(OC)cc3)s2)cc1	1.2	2	1	0	0	1	-5	-7	7	0
Cc1ccc(-c2ccc(=O)n(Cc3ccc(F)cc3Cl)n2)cc1	-0.1	-7	-2	3	-2	-4	-16	-33	1	1
COc1ccc(COC(=O)c2cc(S(=O)(=O)N3CCCCC3)ccc2N2CCOCC2)cc1	0.8	-1	-1	5	4	-7	-1	-11	-1	4
O=C(CSc1nc2ccccc2[nH]1)NN=Cc1ccccc1C(=O)O	.	2	5	.	2	8	-2	.	-4	-2
CC(C)NC(=O)NC(=O)COC(=O)/C=C/c1ccccc1[N+](=O)[O-]	-1.0	-4	0	-3	1	-1	3	21	13	1
